ADAM10 inh = ADAM10 inhibition, QFRET primary screen; 370,000 compounds, 0.62% hits; recombinant ADAM10, EDANS/DABCYL FRET peptide cleavage, 3 h; O14672; inhibition, % at 7 µM;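 active = inhibition above a per-campaign cutoff equal to the mean of compounds falling between control-based bounds plus 3 SD, cut at about 20% in these data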;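 note: 0% = DMSO wells while the 100% control is not disclosed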
hcDAF12 agonist = H. contortus DAF-12 activation, primary screen | HEK293 hcDAF-12 lit1-tk-luc reporter, luminescence; 0% DMSO, 100% Δ7-dafachronic acid | activation, % at 6.8 µM | 370,000 compounds, 1.4% hits | AID 652067;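 active = activation above the mean of all tested compounds plus 3 SD, cut at about 5.5% in these data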;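 note: 100% = response to 3 µM Δ7-dafachronic acid high control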
hgDAF-12 ag = agonists of H. glycines DAF-12 nuclear receptor; HEK293 GAL4-hgDAF12 UAS-luciferase reporter, agonist luminescence; normalized to butyrate control; 370,000 compounds, 1.8% hits; activation, % at 6.8 µM; AID 687014;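 active = activation above a cutoff set at the mean of all screened compounds plus 3 SD, cut at about 10% in these data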;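 note: 0% = DMSO wells and 100% = sodium butyrate wells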
PLC-beta3 inh = blocks human PLC-beta3 enzyme activity; Q01970; Purified PLC-beta3, fluorogenic substrate, fluorescence; inhibition, % at 12.2 µM; 370,000 compounds, 0.18% hits; AID 720704; in the data active = inhibition above about 11%;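 note: 0% = median of compound wells on plate and 100% = full blocker control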
ADAM17 inh = ADAM17 inhibition, QFRET primary screen; P78536; recombinant ADAM17, EDANS/DABCYL FRET peptide cleavage; inhibition, % at 6.95 µM; 370,000 compounds, 0.83% hits;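 active = inhibition above the mean of compounds lying between control limits plus 3 SD, set per campaign, cut at about 8.5% in these data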;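 note: 0% = DMSO-only wells as the low control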
Target sequence (P78536 215-824 limits assumed): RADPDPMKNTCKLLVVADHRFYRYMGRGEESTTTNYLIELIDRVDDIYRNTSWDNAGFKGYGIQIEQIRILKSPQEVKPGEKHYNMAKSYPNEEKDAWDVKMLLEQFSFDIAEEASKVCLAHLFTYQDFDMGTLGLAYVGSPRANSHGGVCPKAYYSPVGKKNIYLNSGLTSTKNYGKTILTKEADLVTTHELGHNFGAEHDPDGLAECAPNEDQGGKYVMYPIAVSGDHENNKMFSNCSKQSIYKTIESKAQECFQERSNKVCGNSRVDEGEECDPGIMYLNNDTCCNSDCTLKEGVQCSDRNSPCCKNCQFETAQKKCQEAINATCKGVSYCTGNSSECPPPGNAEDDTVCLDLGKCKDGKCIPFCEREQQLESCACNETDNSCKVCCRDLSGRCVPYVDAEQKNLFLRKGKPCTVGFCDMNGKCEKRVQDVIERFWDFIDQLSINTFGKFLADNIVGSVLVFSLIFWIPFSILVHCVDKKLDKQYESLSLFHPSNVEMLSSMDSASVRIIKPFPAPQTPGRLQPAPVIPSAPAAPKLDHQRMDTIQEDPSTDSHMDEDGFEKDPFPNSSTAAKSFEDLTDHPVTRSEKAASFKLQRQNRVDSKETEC
sPLA2-III inh = Blocks human group III sPLA2 activity; Q9NZ20; QFRET BODIPY PC-A2 liposome hydrolysis, fluorescence; inhibition, % at 12.2 µM; 370,000 compounds, 0.56% hits;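 active = inhibition above mean plus 3 SD of compounds lying within the high and low control bounds, cut at about 19% in these data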;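 note: 0% = median of test compound wells and 100% = no enzyme DMSO wells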
Target sequence (Q9NZ20 whole entry, looked up): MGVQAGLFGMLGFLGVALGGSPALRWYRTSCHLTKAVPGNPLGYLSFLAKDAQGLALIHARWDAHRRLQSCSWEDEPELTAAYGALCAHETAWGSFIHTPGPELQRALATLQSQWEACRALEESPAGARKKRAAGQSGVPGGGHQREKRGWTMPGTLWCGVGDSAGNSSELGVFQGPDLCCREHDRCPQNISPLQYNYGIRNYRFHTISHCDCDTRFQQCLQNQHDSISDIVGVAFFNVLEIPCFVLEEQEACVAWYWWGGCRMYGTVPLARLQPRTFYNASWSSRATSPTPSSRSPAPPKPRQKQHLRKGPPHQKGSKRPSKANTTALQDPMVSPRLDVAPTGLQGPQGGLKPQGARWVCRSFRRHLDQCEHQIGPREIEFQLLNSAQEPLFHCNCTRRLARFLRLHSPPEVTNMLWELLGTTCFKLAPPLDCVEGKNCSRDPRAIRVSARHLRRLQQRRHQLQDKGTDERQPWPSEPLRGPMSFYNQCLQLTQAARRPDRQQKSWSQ
PLC-gamma1 inh = PLC-gamma1 (human) inhibition, primary screen; inhibition, % at 12.2 µM; P19174; 370,000 compounds, 0.84% hits; purified PLC-gamma1, fluorogenic substrate, fluorescence; in the data active = inhibition above about 9.5%
GAA850 FXN act = frataxin GAA850 promoter activation; HEK293 lucGAA850 FXN promoter luciferase reporter, 24 h; percent of 10 µM SAHA response; 360,000 compounds, 0.56% hits; AID 540364; activation, % at 6 µM;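 active = activation above the average of all compounds screened plus 3 SD, cutoff fixed separately per campaign, cut at about 7.5% in these data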;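 note: 0% = DMSO wells and 100% = 10 µM SAHA wells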
DAX1 inh-1 = inhibitors of human orphan nuclear receptor DAX1 (NR0B1). inhibition, % at 6.75 µM. AID 504766. HEK293 Gal4-DAX1 luciferase reporter, luminescence. 340,000 compounds, 0.99% hits. P51843;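 active = inhibition above the mean over all tested compounds plus 3 SD, cut at about 4.2% in these data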;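 note: 0% = DAX1-transfected cells with DMSO and 100% = empty-vector control cells with DMSO; inhibition shows as a rise in luminescence from relieved DAX1 repression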
ssDAF12 agonist = S. stercoralis DAF-12 activation, primary screen; HEK293 ssDAF-12/GRIP1 lit1-tk-luc reporter, luminescence; % of 3 µM dafachronic acid response; activation, % at 6.8 µM; 370,000 compounds, 1% hits; AID 652126;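 active = activation above the mean over all tested compounds plus 3 SD, cut at about 0.9% in these data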;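 note: 0% = DMSO-only wells and 100% = 3 µM delta7-dafachronic acid wells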
DAX1 inh-2 = inhibitors of DAX1 repression of SF-1 activated StAR promoter | inhibition, % at 6.8 µM | 370,000 compounds, 1.1% hits | HEK293T StAR-luciferase reporter, SF-1/DAX-1 repression relief | AID 652010;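 active = inhibition above the mean over all tested compounds plus 3 SD, cut at about 3.6% in these data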;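 note: 0% = DAX-1 cells with DMSO and 100% = cells lacking DAX-1 with DMSO; higher inhibition means more luminescence from relief of DAX-1 repression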
* = called active by the depositor; / = not tested or not shown.

SMILES	ADAM10 inh	hcDAF12 agonist	hgDAF-12 ag	PLC-beta3 inh	ADAM17 inh	sPLA2-III inh	PLC-gamma1 inh	GAA850 FXN act	DAX1 inh-1	ssDAF12 agonist	DAX1 inh-2
COc1cc(C2=NC(CO)(CO)CO2)cc(OC)c1OC	-2.7	-0.4	2.2	-4.2	-5.1	5.5	-2.0	-1.4	0.5	-1.6	0.3
OC1CCN(C(=S)Nc2ccc(Oc3ccccc3)cc2)CC1	-2.2	-0.1	0.7	-3.0	-0.3	2.1	-5.1	1.3	-0.9	-1.3	0.3
Cc1cccc(CN2CCC(CNC(=O)Cn3ncc4c([nH]c5ccccc54)c3=O)CC2)c1	-3.2	0.8	-0.5	-10.5	7.9	-0.4	7.0	-0.1	1.2	-0.5	-0.2
O=C(NCc1nc2ccccc2[nH]1)c1c(F)c(F)c(F)c(F)c1F	2.1	0.5	2.9	-5.0	-5.0	-0.5	1.2	-0.3	1.0	-1.2	-0.2
O=C(COc1ccccc1)NNc1nc2c(F)cc(F)cc2s1	0.6	0.7	-1.5	-0.7	-3.2	10.2	-2.0	-1.0	-1.4	-0.9	0.3
COCCn1c(N)c(C(=O)Nc2sc3c(c2C(=O)OC)CCCC3)c2nc3ccccc3nc21	-46.4	-1.2	-1.7	-44.4	-10.1	1.9	-29.0	-0.5	-0.6	-0.7	0.8
CCOC(=O)C1CCN(C(=O)c2c(-c3ccccc3)noc2C)CC1	-1.1	0.2	-2.6	-3.2	-0.8	-7.0	0.3	1.2	-2.8	-1.1	-0.3
COc1ccc(CNC(=O)Cn2cc([N+](=O)[O-])nc2C)cc1	-4.3	-0.4	-0.9	-0.3	-6.4	2.0	1.5	-3.5	0.0	-1.8	0.6
CCOC1=NN(c2ccccc2)C(=O)/C1=C\N(C)C	2.8	0.2	0.8	-1.4	-3.2	4.3	-1.8	0.7	-0.6	-1.0	-0.4
CCC(CC)NCCOC(=O)c1ccc([N+](=O)[O-])cc1	11.6	-1.6	1.0	-2.2	3.3	5.6	8.6	1.5	-0.3	-1.1	0.5
COc1ccnc(Oc2ccc(F)cc2)c1-c1ncn[nH]1	-20.2	-1.3	0.2	-2.8	-5.2	4.2	0.5	0.0	-0.5	-1.0	-0.1
COc1cccc2cc(C(=O)C3=C(O)C(=O)N(CCN4CCOCC4)C3c3ccc(C)o3)oc12 (stereo unspecified)	-2.3	-2.4	1.8	-26.6	-5.7	-0.2	-13.2	-0.1	0.4	-0.5	-1.0
O=C(Nc1nnc(C2CC2)s1)c1cccc(S(=O)(=O)N2CCc3ccccc32)c1	2.6	0.3	-0.9	-3.0	-2.8	-2.8	-0.7	1.1	-0.8	-1.0	-0.6
C=CCSc1ccsc1C(=O)O	-1.1	-1.1	-1.0	-2.3	-6.0	-3.2	2.2	0.9	1.0	-1.7	-0.7
c1ccc2c(-c3cc(C4CCNCC4)[nH]n3)cccc2c1	-0.9	1.8	1.2	-7.5	-3.7	0.2	0.6	0.1	-0.3	-1.4	-0.6
O=C(Nc1ccccc1)N1C(=O)C2(OCCO2)c2ccccc21	-3.1	-0.7	-1.6	-33.3	1.2	0.6	5.4	1.7	-0.4	-1.5	-0.1
CCOc1cc(N2CCOCC2)c(OCC)cc1NC(=O)c1ccc(OCc2c(C)noc2C)c(OC)c1	-1.9	-0.6	-4.9	-1.2	-2.3	20.4*	1.6	-0.1	-0.5	-1.5	-0.1
O=C1C2CC=CCC2C(=O)N1c1ccc(NCCc2cccc(F)c2)c([N+](=O)[O-])c1 (stereo unspecified)	-7.9	-0.3	-0.9	2.7	-3.8	7.7	-1.8	0.9	-1.6	-0.6	-0.2
COc1cc(NC(=O)c2ccc(Br)cc2)ccc1NC(=O)c1cc2ccccc2o1	2.6	-0.1	-0.7	-4.5	-1.7	2.6	0.6	1.1	1.7	-0.5	0.0
CN1CCN(C(=O)c2ccc(CNS(=O)(=O)c3ccc(F)c(Cl)c3)cc2)CC1	-5.2	-0.3	2.5	-10.2	-1.0	1.6	2.7	-0.4	-0.1	-1.1	-0.7
CCOC(=O)c1ccc(NC(=O)CCOc2ccccc2)cc1	12.7	0.5	0.8	-2.2	1.0	-17.8	-0.7	2.2	-0.1	-1.4	0.3
CCn1c(CNc2ccc(Cl)cc2)nnc1SCC(=O)OC1CCCCC1	0.5	0.1	-2.0	-0.3	-1.8	-12.9	-0.4	-0.2	-1.0	-1.1	-1.1
O=C(NC1CCCC1)C1CCC(CNS(=O)(=O)c2cccs2)CC1 (stereo unspecified)	-14.2	-0.3	-1.8	-3.0	-3.6	4.5	-1.8	-2.5	1.1	-1.6	-0.5
CCc1nnc(NS(=O)(=O)c2ccc(NC(=S)NC(=O)c3ccc(Br)cc3)cc2)s1	3.5	0.8	0.5	0.2	-1.9	-21.4	3.7	1.9	0.4	0.1	0.3
Cc1cc(NC(=O)CCC2CCCCC2)no1	-4.2	2.8	5.6	-0.4	-0.2	-1.2	0.3	0.2	-0.7	-0.2	0.6
(next part)
SMILES	ADAM10 inh	hcDAF12 agonist	hgDAF-12 ag	PLC-beta3 inh	ADAM17 inh	sPLA2-III inh	PLC-gamma1 inh	GAA850 FXN act	DAX1 inh-1	ssDAF12 agonist	DAX1 inh-2
COc1ccccc1N1CC(C(=O)Nc2nnc(SCc3cccnc3)s2)CC1=O (stereo unspecified)	-3.1	-0.8	2.0	-5.2	-1.1	-7.2	-1.1	1.8	0.4	-0.9	0.2
Cc1cccc(C(=O)NC(=S)NNC(=O)c2ccccc2Cl)c1	7.3	-1.4	-1.3	-0.1	0.2	10.3	4.0	0.4	0.2	-1.5	-0.3
Brc1ccc(CSc2nnc(-c3ccccn3)n2Cc2ccco2)cc1	2.5	0.2	1.1	0.1	-0.4	-1.7	1.0	-4.6	-0.7	-1.8	-2.1
CC(=O)Nc1nonc1NC(=O)COc1ccccc1	2.5	-0.7	8.6	5.2	-3.6	3.5	3.7	1.7	-0.8	-0.2	0.7
CC(=O)C1=C(C)NC(=O)NC1c1ccccc1 (stereo unspecified)	-9.9	-0.9	-0.5	-0.9	-5.5	1.4	0.8	3.1	0.0	-1.3	-0.4
Cc1cccc(NC(=O)Cc2coc3ccc4ccccc4c23)n1	-2.0	-2.5	-6.0	-7.3	-1.5	-11.3	-4.8	-4.4	-2.1	-1.7	-1.0
O=C(c1ccc(S(=O)(=O)Nc2ccccc2F)cc1)N1CCN(c2ccccc2O)CC1	4.5	-0.9	0.0	-3.6	-1.3	-33.0	0.3	-2.6	0.3	-1.5	1.1
Cc1cc(=O)n2nc(N3CCCC(C(=O)NCCC4=CCCCC4)C3)sc2n1 (stereo unspecified)	-8.8	-1.8	-2.7	1.2	0.1	7.3	1.4	-1.0	0.0	-1.2	0.4
Cn1ncc(C#N)c1/N=C/N(Cc1ccccc1)Cc1ccccc1	-1.4	-0.7	0.8	-5.3	-0.6	2.4	6.2	1.5	-0.3	-1.3	-1.0
CCOc1ccc(NC(=O)COC(=O)c2ccc3c(c2)OCCO3)cc1	-10.1	0.0	1.0	-4.0	-2.6	2.5	0.9	-0.1	0.2	-1.5	-1.6
CC(OC(=O)C1CCC1)C(=O)Nc1cc(Cl)cc(Cl)c1 (stereo unspecified)	4.0	-0.7	-2.5	3.0	1.2	1.4	0.8	0.9	0.1	-1.2	-1.9
CC(C)(C)c1ccc(OCCCC(=O)NNC(=O)c2ccccc2O)cc1	-25.0	0.7	-0.8	-20.3	-4.6	18.0	-14.1	-3.9	0.0	-1.3	-1.1
N#CCCn1cc(/C=C(\C#N)c2nc3ccccc3s2)c(-c2ccc(F)cc2)n1	5.7	-1.0	0.4	-2.9	0.9	5.5	-3.0	1.4	0.3	-1.5	-0.3
O=C(Nc1ccc(Cl)c([N+](=O)[O-])c1)c1ccncc1	-10.0	-2.2	0.3	2.9	0.6	9.8	10.8*	-0.4	-1.4	-1.7	-0.4
COC[C@H]1CCCN1[C@@H]1CS(=O)(=O)N[C@H]1COCc1ccccc1	-20.1	0.1	0.4	-6.2	-9.1	5.2	-2.9	/	/	-1.0	-0.2
O=S1(=O)CCOC[C@H](CC2CCCCC2)N1Cc1ccc(Cl)cc1	2.0	-1.5	1.5	3.0	-1.3	-0.5	1.8	0.0	-0.8	-1.6	0.6
COc1ccc(CCC(=O)N2CCCC(Nc3ccc(C)c(C)c3)C2)cc1OC (stereo unspecified)	-7.5	0.2	2.9	-5.0	0.1	-6.2	-0.1	1.7	-0.3	-1.4	-0.4
Cc1c(C(=O)O)oc2c1ccc1ccccc12	-7.8	-0.7	-0.3	-3.5	-6.0	-4.1	-2.3	-1.1	0.6	-1.1	0.2
O=C(NCCc1cccc(F)c1)C1CCCN(c2nc3ccccc3s2)C1 (stereo unspecified)	1.0	-1.6	-1.3	-4.2	2.2	-9.4	-5.2	1.0	1.5	-1.4	0.0

Ten entries out of the list, ordered by length of the SMILES, smallest number first.
SMILES	ADAM10 inh	hcDAF12 agonist	hgDAF-12 ag	PLC-beta3 inh	ADAM17 inh	sPLA2-III inh	PLC-gamma1 inh	GAA850 FXN act	DAX1 inh-1	ssDAF12 agonist	DAX1 inh-2
Cc1c(C(=O)O)oc2c1ccc1ccccc12	-7.8	-0.7	-0.3	-3.5	-6.0	-4.1	-2.3	-1.1	0.6	-1.1	0.2
CC(=O)Nc1nonc1NC(=O)COc1ccccc1	2.5	-0.7	8.6	5.2	-3.6	3.5	3.7	1.7	-0.8	-0.2	0.7
Cc1cccc(NC(=O)Cc2coc3ccc4ccccc4c23)n1	-2.0	-2.5	-6.0	-7.3	-1.5	-11.3	-4.8	-4.4	-2.1	-1.7	-1.0
Cc1cccc(C(=O)NC(=S)NNC(=O)c2ccccc2Cl)c1	7.3	-1.4	-1.3	-0.1	0.2	10.3	4.0	0.4	0.2	-1.5	-0.3
Brc1ccc(CSc2nnc(-c3ccccn3)n2Cc2ccco2)cc1	2.5	0.2	1.1	0.1	-0.4	-1.7	1.0	-4.6	-0.7	-1.8	-2.1
O=C(NCCc1cccc(F)c1)C1CCCN(c2nc3ccccc3s2)C1 (stereo unspecified)	1.0	-1.6	-1.3	-4.2	2.2	-9.4	-5.2	1.0	1.5	-1.4	0.0
O=S1(=O)CCOC[C@H](CC2CCCCC2)N1Cc1ccc(Cl)cc1	2.0	-1.5	1.5	3.0	-1.3	-0.5	1.8	0.0	-0.8	-1.6	0.6
Cc1cc(=O)n2nc(N3CCCC(C(=O)NCCC4=CCCCC4)C3)sc2n1 (stereo unspecified)	-8.8	-1.8	-2.7	1.2	0.1	7.3	1.4	-1.0	0.0	-1.2	0.4
COC[C@H]1CCCN1[C@@H]1CS(=O)(=O)N[C@H]1COCc1ccccc1	-20.1	0.1	0.4	-6.2	-9.1	5.2	-2.9	/	/	-1.0	-0.2
O=C(c1ccc(S(=O)(=O)Nc2ccccc2F)cc1)N1CCN(c2ccccc2O)CC1	4.5	-0.9	0.0	-3.6	-1.3	-33.0	0.3	-2.6	0.3	-1.5	1.1

From PubChem BioAssay
